HKDC1 inhibitor: HKDC1 hexokinase inhibitors, primary screen, biochemical, fluorescence, uHTS; Q2TB90; recombinant HKDC1, G6PDH/diaphorase resazurin coupled fluorescence; inhibition, % at 20 µM; actives 0.16% (n = 340,000); AID 493160, 2011;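 active = inhibition above about 35% when tested at 20 µM, limit read from the data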;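 note: plate controls were DMSO wells with enzyme for no effect and DMSO wells lacking enzyme for full effect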
Target sequence (Q2TB90 whole entry, looked up): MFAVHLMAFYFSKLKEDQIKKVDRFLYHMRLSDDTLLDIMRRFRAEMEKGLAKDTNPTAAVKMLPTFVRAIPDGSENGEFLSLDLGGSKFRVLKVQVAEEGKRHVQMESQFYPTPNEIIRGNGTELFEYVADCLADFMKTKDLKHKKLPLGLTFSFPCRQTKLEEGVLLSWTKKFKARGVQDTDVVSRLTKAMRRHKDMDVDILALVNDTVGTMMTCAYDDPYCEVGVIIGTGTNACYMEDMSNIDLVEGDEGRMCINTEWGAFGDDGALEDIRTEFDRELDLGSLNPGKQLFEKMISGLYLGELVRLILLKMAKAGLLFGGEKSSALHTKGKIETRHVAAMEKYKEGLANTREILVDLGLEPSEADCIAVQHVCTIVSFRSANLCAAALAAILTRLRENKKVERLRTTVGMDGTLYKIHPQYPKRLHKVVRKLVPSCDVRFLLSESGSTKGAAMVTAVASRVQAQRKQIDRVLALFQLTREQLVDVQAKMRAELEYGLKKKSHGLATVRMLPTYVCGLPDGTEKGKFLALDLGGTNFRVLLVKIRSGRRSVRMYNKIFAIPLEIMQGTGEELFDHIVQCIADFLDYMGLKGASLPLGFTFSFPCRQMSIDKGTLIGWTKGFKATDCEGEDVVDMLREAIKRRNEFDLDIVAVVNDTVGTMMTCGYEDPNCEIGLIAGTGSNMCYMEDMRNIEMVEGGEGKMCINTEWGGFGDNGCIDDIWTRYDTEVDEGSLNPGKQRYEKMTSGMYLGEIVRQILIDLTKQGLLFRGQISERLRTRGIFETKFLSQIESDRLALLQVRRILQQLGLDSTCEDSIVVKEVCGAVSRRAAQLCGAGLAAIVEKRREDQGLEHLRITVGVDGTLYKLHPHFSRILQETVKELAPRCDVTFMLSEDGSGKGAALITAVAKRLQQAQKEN
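Test system: recombinant HKDC1 (HK5) hexokinase enzyme, produced in-house; Amount: enzyme 5 µg/mL final; Buffer or medium: Tris pH 8.0 buffer with MgCl2, Tween-20, BSA, BME; Reagent: glucose and ATP substrates; Doses: 20 µM test compound, 1% DMSO; Incubation: 90 min reaction incubation at room temperature, dark; Detection: resorufin fluorescence at 613 nm.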
SENP1 inh: human SENP1 catalytic domain inhibitors, primary screen, biochemical, FRET, uHTS. recombinant SENP1 catalytic domain, CyPet-SUMO1-YPet FRET cleavage. AID 624204, 2012. inhibition, % at 10 µM. Sentrin-specific protease 1 (Homo sapiens), Q9P0U3. actives 0.21% (n = 360,000);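 active = inhibition at least 30% at 10 µM, raw YFP signal under a set limit, fluorescence ratio 0.5 to 1.5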;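 note: 0% = enzyme with DMSO and 100% = no enzyme wells; some results filed as inactive read as strong as hits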
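Test system: hSENP1 catalytic domain, recombinant; Amount: 20 pM final SENP1 enzyme; Medium: Tris pH 8 buffer plus EDTA, NaCl, BME, BSA, NP40, catalase; Schedule: 50 min enzyme reaction, room temperature, light-protected; Technique: FRET fluorescence in CFP and YFP emission channels; Controls: no-enzyme wells low, DMSO-plus-enzyme wells high control.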
SENP8 block-1: human SENP8 protease inhibitors, primary screen, biochemical, fluorescence, Nedd8 protein substrate, uHTS; Sentrin-specific protease 8 (Homo sapiens), Q96LD8; recombinant SENP8; inhibition, % at 20 µM; actives 0.64% (n = 360,000); AID 602440, 2012; in the data active = inhibition mostly above about 40%, no sharp cut-off; inactive = mostly below about 27%
Apaf1 inhib: inhibitors of human Apaf-1 apoptosome, primary screen, biochemical, DEVD-Rh110 fluorescence, uHTS; Apoptotic protease-activating factor 1 (Homo sapiens), O14727; reconstituted apoptosome caspase-3 activity; inhibition, % at 20 µM; actives 0.71% (n = 330,000); active = inhibition of at least 40% at 20 µM;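 note: plate controls were DMSO wells for no effect and DEVD-CHO caspase inhibitor wells for full effect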
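System: reconstituted apoptosome with Apaf-1, cytochrome c, caspase-9, procaspase-3, dATP; Signal: Rh110 fluorescence intensity; Schedule: 30 min compound preincubation, 50 min activation, room temperature; Reagent: cytochrome c trigger plus (Z-DEVD)2-Rh110 caspase-3 substrate.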
SENP6 block: SENP6 protease inhibitors, primary screen, biochemical, luminescence, uHTS; Sentrin-specific protease 6 (Homo sapiens), Q9GZR1; Recombinant SENP6 catalytic domain, aminoluciferin luminescence; inhibition, % at 10 µM; actives 1.8% (n = 330,000); AID 2599, 2010;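 active = inhibition above about 50% at the single tested dose, limit read from the data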;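 note: plate controls were DMSO wells with enzyme for no effect and DMSO wells lacking enzyme for full effect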
SENP7 block: SENP7 protease inhibitors, primary screen, biochemical, luminescence, uHTS. actives 1.5% (n = 330,000). recombinant SENP7, Z-RLRGG-aminoluciferin luminescence, 40 min. Sentrin-specific protease 7 (Homo sapiens), Q9BQF6. inhibition, % at 5 µM;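 active = inhibition above about 50% at the single test dose, limit read from the data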;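 note: plate controls were DMSO with enzyme for no effect and no enzyme buffer wells for full effect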
SENP8 block-2: SENP8 protease inhibitors, primary screen, biochemical, luminescence; actives 1.2% (n = 330,000); AID 2540, 2010; Sentrin-specific protease 8 (Homo sapiens), Q96LD8; purified SENP8, Z-RLRGG-aminoluciferin cleavage; inhibition, % at 10 µM; in the data active = inhibition above about 50%
PfG6PD inh: PfG6PD enzyme inhibitors, primary screen, biochemical, fluorescence intensity, uHTS | glucose-6-phosphate dehydrogenase-6-phosphogluconolactonase (Plasmodium falciparum 3D7) | PfGluPho enzyme, NADPH resazurin-diaphorase fluorescence | inhibition, % at 20 µM | actives 0.78% (n = 350,000);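 active = inhibition reaching at least a set limit at 20 µM in the primary screen, cut at about 59% in these data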;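 note: 0% = DMSO wells with substrate and 100% = DMSO wells lacking glucose-6-phosphate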
Numbers without * were called inactive; · = not tested or not shown.

canonical_smiles	HKDC1 inhibitor	SENP1 inh	SENP8 block-1	Apaf1 inhib	SENP6 block	SENP7 block	SENP8 block-2	PfG6PD inh
COc1ccccc1N1CN(S(=O)(=O)c2ccc(C)cc2)c2nc3ccccc3nc21	-3	-4	-292	19	-7	15	-17	15
O=C(Nc1ccc(F)cc1)c1ccc2c(=O)n(CC3CCCO3)c(=S)[nH]c2c1 (configuration not stated)	3	-1	12	10	2	8	-1	-12
CN(CC(=O)Nc1cccc(F)c1)C(=O)C1(c2ccccc2)CC1	1	2	2	-1	-15	-5	-9	-7
Cc1ccccc1OCC(=O)Nc1ccccc1C(=O)NC1CC1	6	-1	-8	14	-10	4	-4	7
C/C(=N\NC(=O)C1(C)CC1(Br)Br)c1ccc(NC(=O)c2ccc(C)o2)cc1 (configuration not stated)	0	2	-10	-5	-6	-5	-6	38
COc1ccc(NC(=O)CSc2nnc(CN3CCOCC3)n2C)cc1Cl	4	0	9	13	-19	3	0	-9
COc1ccc(S(=O)(=O)N(CC(=O)NCCSc2ccccn2)c2ccccc2)cc1	2	0	8	1	-10	2	3	9
CSc1ccccc1Sc1cc(C(=O)O)c2ccccc2n1	-10	-2	-18	-9	16	3	-1	0
Cc1nonc1C(=O)N/N=C/c1ccc([N+](=O)[O-])o1	5	1	39	27	13	1	-10	15
Cc1cc(=O)[nH]c(SCc2nnnn2-c2ccc(Cl)cc2)n1	-10	0	3	-1	-3	3	-4	5
CCCC(=O)C1=C(O)C(C(=O)OC)C(C)(C)CC1=NC (configuration not stated)	3	1	17	-22	-10	-1	-5	-5
Cc1c(C(O)CN2CCC(C(N)=O)CC2)c2ccccc2n1C (configuration not stated)	-10	6	1	0	6	2	2	-6
Cc1ccc(CN2CCN(C/C=C/c3ccc(F)cc3)CC2CCO)o1 (configuration not stated)	-6	-4	24	-14	15	9	-7	-11
CC(C)CC1NC(=O)c2ccc(Cl)cc2-n2c1nc1ccc(F)cc1c2=O (configuration not stated)	·	·	·	5	-5	5	0	·
O=[N+]([O-])c1ccc(C[n+]2ccc(Cc3ccccc3)cc2)cc1	7	-1	22	8	6	1	1	29
CC(C)(C)OC(=O)N1CCC(CC2CC(c3cccc(Br)c3)=NO2)(C(=O)NCC2CCCCC2)CC1 (configuration not stated)	-12	·	·	21	-9	-6	1	-17
Cc1cc(C(=O)Nc2ccccc2Cl)c2ccccc2n1	-1	1	16	0	0	-3	1	12
O=C(O)c1ccccc1SC1CC(=O)N(c2ccc3c(c2)OCO3)C1=O (configuration not stated)	3	0	8	12	-26	-10	-9	-12
CN1CCN(C(=O)c2ccc3c(c2)NC(=O)C(N2CCOCC2)S3)CC1 (configuration not stated)	-7	-1	18	-4	5	1	3	1
O=C(Nc1cccc(S(=O)(=O)N2CCCCC2)c1)c1cc(=O)[nH]c2ccccc12	-2	-3	-154	21	-15	-1	-19	14
CCOC(=O)C1=C(c2ccccc2)NC(=O)NC1c1cc(OC)c(OC)c(OC)c1 (configuration not stated)	-4	-1	-2	6	-12	-7	-22	3
CNC(=O)c1cc(Nc2nnc(-c3ccc(O)cc3)c3ccccc23)ccc1OC	0	-2	-276	12	-13	-2	-10	11
Cc1ccc(C23CC4CC(CC(CC(=O)N5CCOCC5)(C4)C2)C3)cc1	1	2	21	16	-13	-2	1	-12
COc1ccc(NC(=S)N/N=C2\CC(C)(C)Oc3ccc(OC)cc32)cc1	-12	-6	-120	14	-1	4	3	-4
COc1ccc(N2C(=O)CC(Sc3n[nH]c(-c4cccc(C)c4)n3)C2=O)cc1 (configuration not stated)	-3	-1	-2	-16	0	3	-1	6
Cc1ccccc1[C@@H](NC(=O)OC(C)(C)C)C(=O)OC(C)(C)C	-2	3	17	1	-2	-12	-7	-2
CCCc1cc(-c2n[nH]c(=S)n2C(C)c2ccccc2)cs1 (configuration not stated)	3	1	0	10	-20	0	-3	9
Cn1cc(C(=O)NCCc2ccccc2)c(=O)c2cc(S(=O)(=O)N3CCOCC3)ccc21	-1	2	8	·	·	·	·	0
O=C(O)c1oc2ccccc2c1CSc1ccc(Cl)cc1	-4	0	12	9	-16	-6	4	1
COc1ccccc1NC(=S)N1CC(C)OC(C)C1 (configuration not stated)	-6	2	13	1	-11	6	2	-6

(listing goes on)
canonical_smiles	HKDC1 inhibitor	SENP1 inh	SENP8 block-1	Apaf1 inhib	SENP6 block	SENP7 block	SENP8 block-2	PfG6PD inh
Cc1nn(Cc2ccccc2)c(C)c1/C=N/NC(=O)c1ccncc1	-6	2	24	-25	-16	0	2	3
CC(=O)c1cccc(NC(=S)N2CCN(CCN3C(=O)c4cccc5cccc(c45)C3=O)CC2)c1	-4	0	-27	14	-2	-8	4	-5
Cc1ccc(C(=O)N/C(=C/c2ccco2)C(=O)NCCCn2ccnc2)cc1	-9	2	6	-1	-13	-2	-8	1
CCOc1ccc(OCCCC(=O)Nc2cc(S(=O)(=O)N3CCOCC3)ccc2N2CCOCC2)cc1	-4	0	6	·	·	·	·	-8
COc1ccc(C(=O)NN2CCCCC2)cc1OC	-8	1	8	-1	-11	1	-3	1
NC(CSCc1ccccc1Cl)C(=O)O (configuration not stated)	-12	2	18	-1	6	13	9	21
O=C(CSc1ncn[nH]1)Nc1ccc(Br)cc1F	-1	1	-2	4	-12	6	1	-10
COc1cc(/C=C(\C#N)C(=O)c2ccc(O)c(O)c2)cc(I)c1O	20	-29	30	2	-28	6	-45	-10
COCCN(C(=O)COC(=O)/C=C/c1ccc(Cl)c(Cl)c1)c1c(N)n(Cc2ccccc2)c(=O)[nH]c1=O	-6	0	4	·	·	·	·	-14
O=C(C1CCN(Cc2nc(Cc3cccc(F)c3)no2)CC1)N1CCOCC1	-4	1	21	-7	-5	-4	3	-3
Cc1ccc(OCCCCNC(C)(C)C)c([N+](=O)[O-])c1	-1	1	14	-3	10	8	2	-15
Cc1ccn2c(CNCC3COCCO3)c(C(=O)N3CCCCCC3)nc2c1 (configuration not stated)	2	-2	-26	1	-2	4	-4	-4
COc1ccc2cc(CN(CC3CCCO3)S(=O)(=O)c3ccccc3)c(=O)[nH]c2c1 (configuration not stated)	-5	3	-54	4	-4	6	12	-14
CC(C)CC(=O)N1CCN(Cc2ccc(C(F)(F)F)cc2)CC1	3	0	10	5	2	-16	-12	-11
C/C(C/C(C)=C1/SC(=S)NC1=O)=C1\SC(=S)NC1=O	17	-2	15	·	·	·	·	-7
CCCCn1c(=O)n(Cc2cccc(F)c2)c(=O)c2c1ncn2Cc1ccco1	0	-10	-20	18	2	4	-1	11
COc1ccc(CNCc2cc3c(C(C)(C)C)nn(-c4ccccc4)c3[nH]c2=O)cc1	-14	-3	-63	-2	-23	0	-7	-3
COC(=O)C(NC(=O)C(NC(=O)c1ccccc1)C(C)C)C(C)C (configuration not stated)	-4	0	1	-6	-2	8	7	-2
COc1ccc(C(=O)CN2CCN(c3ccc(F)cc3)CC2)cc1	-3	-1	33	-3	-2	5	-16	3
O=C(c1cc2ccccc2[nH]1)N1CCOCC1	-10	1	-18	2	4	-7	-10	-6
O=C(Nc1ccc(F)cc1F)c1c(C(F)(F)F)ccnc1Oc1cccc(C(F)(F)F)c1	-1	1	12	-20	-10	5	-3	13
Cc1ccc(/C=N/Nc2ccc(C(=O)O)cc2)s1	-3	-38	-167	6	95*	-7	97*	-3
CCCn1ncc(CN2CCN(Cc3ccsc3)C(CCO)C2)c1C (configuration not stated)	-4	0	12	-18	-5	-2	3	-7
COCCN(CC(=O)Nc1ccccc1C(F)(F)F)C(=O)/C=C/c1cc(Cl)c2c(c1)OCO2	-1	-2	-130	11	-16	5	-2	12
CCOC(=O)CC12CN3CN(C1)CC(CC(=O)OCC)(C3)C2=O	-9	-1	11	-14	-8	3	-5	-3
COc1cccc(OCC(=O)Nc2c3c(nn2-c2ccc(F)cc2)CS(=O)(=O)C3)c1	4	1	8	7	-14	-9	-1	8
CCOC(=O)CSc1nnc(-c2ccoc2C)n1-c1ccc(C)cc1	1	1	8	13	-2	4	6	12
O=C(O)CCN1C(=O)CC(N2C(=O)/C(=C/c3ccc(Cl)cc3)SC2=S)C1=O (configuration not stated)	-16	2	7	8	14	4	0	18
C/C=C1\COC(C(=O)NCc2ccccc2)(C(F)(F)F)C=C1C=C1CCCCC1 (configuration not stated)	2	-1	5	8	2	-2	-9	28
Cc1ccccc1NC(=O)c1cc2ccccn2n1	-1	-1	0	-23	-5	67*	62*	-6

(cont.)
canonical_smiles	HKDC1 inhibitor	SENP1 inh	SENP8 block-1	Apaf1 inhib	SENP6 block	SENP7 block	SENP8 block-2	PfG6PD inh
CC(C)NC(=O)CCS(=O)(=O)c1cccc2nonc12	-4	2	15	0	-1	3	7	-16
O=C(CSc1nc(=O)n2ccccc2n1)N1CCCc2ccccc21	-4	-1	8	-6	0	5	-3	4
Cc1nc(N2CCN(c3ccccn3)CC2)c2c(C)c(C(=O)Nc3ccc(F)cc3F)sc2n1	1	0	-20	-8	-17	0	-5	11
CCCCN(CC)CCNC(=O)Cn1cnc2sc(C)c(S(=O)(=O)N3CCC(C)CC3)c2c1=O	-3	0	12	10	-8	-4	-6	-13
O=C(CSc1nc2ccccc2c(=O)[nH]1)N1CCCCC1	1	-1	8	4	2	7	0	-10
COc1cc(C)c(CN2CCN(C(C)C(=O)NC(C)c3ccccc3)CC2)cc1OC (configuration not stated)	-3	3	-3	6	-19	-6	1	-4
CN(CC(=O)O/N=C(\N)c1ccc([N+](=O)[O-])cc1)S(=O)(=O)c1ccc2ccccc2c1	0	-1	16	-14	8	1	6	17
N=C1N(/N=C/c2ccccc2)C(=Nc2ccccc2)C(=S)N1c1ccccc1	-49	1	12	9	40	5	0	17
Cc1ccc(C(NC(=O)N2CCN(C)CC2)C(Cl)Cl)cc1F (configuration not stated)	-10	-13	23	0	0	5	6	8

Entries from the list above with bromine (3):
canonical_smiles	HKDC1 inhibitor	SENP1 inh	SENP8 block-1	Apaf1 inhib	SENP6 block	SENP7 block	SENP8 block-2	PfG6PD inh
C/C(=N\NC(=O)C1(C)CC1(Br)Br)c1ccc(NC(=O)c2ccc(C)o2)cc1 (configuration not stated)	0	2	-10	-5	-6	-5	-6	38
CC(C)(C)OC(=O)N1CCC(CC2CC(c3cccc(Br)c3)=NO2)(C(=O)NCC2CCCCC2)CC1 (configuration not stated)	-12	·	·	21	-9	-6	1	-17
O=C(CSc1ncn[nH]1)Nc1ccc(Br)cc1F	-1	1	-2	4	-12	6	1	-10

Screens from PubChem BioAssay.
